From PubChem
OX1R antag = blocks the human orexin 1 receptor; inhibition, % at 6.6 µM; AID 485270; 330,000 tested, 1.8% active; OX1R-expressing cells, FRET antagonist read-out; in the data active means inhibition mostly above about 38%, no sharp cut-off; inactive means mostly below about 40%;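 further: 0% = agonist challenge alone and 100% = reference antagonist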
Target sequence (O43613 whole entry, looked up): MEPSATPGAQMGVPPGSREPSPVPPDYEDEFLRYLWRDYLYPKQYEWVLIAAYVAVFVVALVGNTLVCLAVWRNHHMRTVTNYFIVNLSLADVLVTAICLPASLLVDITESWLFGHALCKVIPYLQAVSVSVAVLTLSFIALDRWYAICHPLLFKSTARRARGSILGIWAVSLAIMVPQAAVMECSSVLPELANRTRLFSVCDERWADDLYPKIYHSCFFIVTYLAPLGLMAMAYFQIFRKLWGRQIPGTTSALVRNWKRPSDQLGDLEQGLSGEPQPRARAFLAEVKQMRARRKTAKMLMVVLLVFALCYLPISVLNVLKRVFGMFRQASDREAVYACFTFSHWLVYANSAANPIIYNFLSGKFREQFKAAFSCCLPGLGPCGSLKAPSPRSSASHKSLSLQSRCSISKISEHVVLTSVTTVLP
STK33 inh = blocks human STK33 kinase activity; Q9BYT3; purified STK33, MBP phosphorylation, ADP-Glo luminescence; inhibition, % at 10 µM; 320,000 tested, 0.073% active; AID 2661;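 active means inhibition at or above 25%, using the most active replicate where run in duplicate; inactive means inhibition below 25%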
Target sequence (Q9BYT3 whole entry, looked up): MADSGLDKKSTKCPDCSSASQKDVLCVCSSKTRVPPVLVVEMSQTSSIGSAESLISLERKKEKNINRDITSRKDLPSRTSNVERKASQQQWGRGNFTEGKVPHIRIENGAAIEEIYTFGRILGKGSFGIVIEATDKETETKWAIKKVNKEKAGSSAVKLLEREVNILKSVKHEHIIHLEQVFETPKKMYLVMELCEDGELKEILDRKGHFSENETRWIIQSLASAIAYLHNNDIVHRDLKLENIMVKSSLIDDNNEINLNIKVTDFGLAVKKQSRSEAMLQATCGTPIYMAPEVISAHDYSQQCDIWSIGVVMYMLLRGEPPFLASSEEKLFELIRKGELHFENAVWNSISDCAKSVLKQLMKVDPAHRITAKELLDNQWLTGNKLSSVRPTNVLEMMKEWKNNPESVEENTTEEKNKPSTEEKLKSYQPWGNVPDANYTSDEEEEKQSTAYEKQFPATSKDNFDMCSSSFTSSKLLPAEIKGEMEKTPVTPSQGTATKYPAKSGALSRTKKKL
An asterisk follows results filed as active.

Screening Cc1cc(CN2C(=O)c3ccccc3C2=O)on1 returned OX1R antag 3.9 and STK33 inh -1.0.
For CCCC(c1nnnn1CCc1ccccc1)N1CCN(C(=O)c2ccco2)CC1 (stereo unspecified) the results were OX1R antag 15.9 and STK33 inh -0.3.
Screening COC(=O)c1ccc(NC(=O)c2cccc(C)c2[N+](=O)[O-])cc1 returned OX1R antag 4.8 and STK33 inh -1.9.
Cc1ccc(Oc2cc(NC(=O)CCCn3nc([N+](=O)[O-])c(Cl)c3C)cc([N+](=O)[O-])c2)cc1 was read as OX1R antag 7.3 and STK33 inh 0.3.
`CN(CC(=O)Nc1ccccc1C(=O)N1CCCC1)S(=O)(=O)c1ccc(Cl)cc1` gave OX1R antag 6.9 and STK33 inh -0.9.
For CC(C)N(C(=O)CSc1ncnc2sc(-c3ccccc3)cc12)C(C)C the results were OX1R antag 21.7 and STK33 inh -1.3.
CC1=C/C(=N\NC(=O)c2ccccc2)CC1 was read as OX1R antag 5.8 and STK33 inh 0.6.
Screening CCOc1cc(NCCN2CCOCC2)c([N+](=O)[O-])cc1OCC returned OX1R antag 91.0* and STK33 inh -2.1.
c1cncc(Nc2nc(-c3cccnc3)cs2)c1 was read as OX1R antag 12.1 and STK33 inh 34.0*.
Screening COc1ccc(C(C(=O)NCC2CCCO2)N(C(=O)CNC(=O)c2ccco2)c2cc(C)cc(C)c2)cc1OC (stereo unspecified) returned OX1R antag 25.0 and STK33 inh -1.3.
`CCSc1nc(NCCN(C)C)c2c3c(sc2n1)COC(C)(CC)C3` (stereo unspecified) gave OX1R antag 12.0 and STK33 inh -0.5.
COC(=O)CCc1ccc(O)cc1 was read as OX1R antag 5.2 and STK33 inh 0.0.
Screening Cc1ncsc1CCOC(=O)C12CC3CC(CC(C3)C1)C2 returned OX1R antag 12.4 and STK33 inh -1.5.
For Cc1nnc(NC(=O)CSc2ccccn2)s1 the results were OX1R antag 7.9 and STK33 inh -0.8.
Screening COc1ccc(CN(C)C(=O)Cc2ccsc2)c(OC)c1OC returned OX1R antag 18.8 and STK33 inh -2.0.
`CCOC(=O)c1ccc(NC(=O)Nc2ccc(OC)c(OC)c2)cc1` gave OX1R antag 55.7 and STK33 inh -0.3.
`CC(CCc1ccco1)NC(=O)CCc1nnc2ccc(NCc3ccccc3Cl)nn12` (stereo unspecified) gave OX1R antag 15.8 and STK33 inh 1.4.
Screening COc1ccc(/C=C/C(=O)OCC(=O)NC2CCCC(C)C2C)cc1 (stereo unspecified) returned OX1R antag 11.9 and STK33 inh -0.3.
`COc1ccc(C2=NN(S(C)(=O)=O)C(c3ccc4nccnc4c3)C2)cc1` (stereo unspecified) gave OX1R antag 5.0 and STK33 inh -0.3.
For COc1ccc(C(c2c(O)cc(C)oc2=O)c2c(O)cc(C)oc2=O)cc1 the results were OX1R antag 16.5 and STK33 inh -2.9.
For Cc1ccc(S(=O)(=O)N2CCOCC2)cc1C(=O)N1c2ccccc2Sc2ccccc21 the results were OX1R antag 12.8 and STK33 inh -0.5.
For O=c1cnn(Cc2c(Cl)cccc2Cl)c2ccccc12 the results were OX1R antag 46.3 and STK33 inh -1.8.
`Cc1nc(N2CCOCC2)[nH]c(=O)c1[N+](=O)[O-]` gave OX1R antag 8.2 and STK33 inh -0.1.
Screening COc1ccccc1NC(=S)NCc1cccs1 returned OX1R antag -7.6 and STK33 inh -0.1.
`O=C(Cc1c(Cl)cccc1Cl)Nc1ccncc1` gave STK33 inh -0.4.
Screening N#C/C(=C\c1ccccc1)C(=O)NC1CC1 returned OX1R antag -6.8 and STK33 inh -0.5.
CC(=O)Nc1ccc(NC(=O)COc2ccc(-c3ccc(C#N)cc3)cc2)cc1 was read as OX1R antag 11.6 and STK33 inh 0.4.
For COc1ccc(OC)c(NC(=O)Nc2ccc3c(c2)OCO3)c1 the results were OX1R antag 21.8 and STK33 inh -1.0.
`CCN(CC)C(=O)C(=O)N/N=C/c1ccc(Cl)cc1Cl` gave OX1R antag 0.3 and STK33 inh 1.3.
Screening CCOC(=O)c1cccnc1SCC(=O)Nc1ccc(C)cc1 returned OX1R antag 16.7 and STK33 inh -1.9.
`C=CCC1CCC/C(=N\NS(=O)(=O)c2ccc(C)cc2)C1` (stereo unspecified) gave OX1R antag -4.2 and STK33 inh -0.7.
O=C(/C=C/c1ccc(O)cc1)c1ccccc1 was read as OX1R antag 15.3 and STK33 inh 20.1.
Screening CN(C)c1ccc(/C=C2\N=C(C(C)(C)C)OC2=O)cc1 returned OX1R antag 14.9 and STK33 inh 0.1.
Screening COc1ccc(CNC(=O)C2CCN(S(=O)(=O)c3ccc4c(c3)CC(C)N4C(=O)C3CC3)CC2)cc1 (stereo unspecified) returned OX1R antag -1.0 and STK33 inh -0.4.
For O=C(NCCCCC(NC(=O)C1CCCCC1)C(=O)O)c1ccccc1 (stereo unspecified) the results were OX1R antag 23.3 and STK33 inh -1.4.
Screening Cc1cccc(C(=O)NC(=S)NCc2cccnc2)c1 returned OX1R antag 2.7 and STK33 inh -1.8.
For Cc1ccc(NC(=O)c2cc(-c3cc(C)c(C)cc3O)n[nH]2)cc1C the results were OX1R antag 11.8 and STK33 inh -0.2.
Screening O=C(C1CCCCC1)N1CCN(c2ncccn2)CC1 returned OX1R antag 9.1 and STK33 inh 0.0.
`CCCc1[nH][nH]c(=O)c1C(c1cccc(Cl)c1)C(C#N)C#N` (stereo unspecified) gave OX1R antag 5.7 and STK33 inh -0.6.
For O=C(c1cnccn1)N(Cc1ccco1)C1(C(=O)NC2CCCC2)CCCCC1 the results were OX1R antag 9.0 and STK33 inh -1.1.
Screening COc1ccc(C(=O)CCC(=O)Nc2cccc(Cl)c2)cc1 returned OX1R antag 15.3 and STK33 inh -0.5.
Screening CCOc1ccc(NC(=O)c2ccc(CC)s2)c([N+](=O)[O-])c1 returned OX1R antag -2.4 and STK33 inh 0.4.
For Cc1cc(NC(=O)CCC(=O)N(CC(=O)NCC2CCCO2)c2ccccc2)no1 (stereo unspecified) the results were OX1R antag 15.3 and STK33 inh -1.3.
C=CCOc1ccc(CNn2cn[nH]c2=S)cc1 was read as OX1R antag 1.2 and STK33 inh -2.0.
CC1CC(C)(C)CC2(C1)NC(=S)N(c1ccccc1)N2 (stereo unspecified) was read as OX1R antag 7.8 and STK33 inh -0.2.

Entries listed so far that have a thiophene ring, fused or not (5):
For CC(C)N(C(=O)CSc1ncnc2sc(-c3ccccc3)cc12)C(C)C the results were OX1R antag 21.7 and STK33 inh -1.3.
`CCSc1nc(NCCN(C)C)c2c3c(sc2n1)COC(C)(CC)C3` (stereo unspecified) gave OX1R antag 12.0 and STK33 inh -0.5.
Screening COc1ccc(CN(C)C(=O)Cc2ccsc2)c(OC)c1OC returned OX1R antag 18.8 and STK33 inh -2.0.
Screening COc1ccccc1NC(=S)NCc1cccs1 returned OX1R antag -7.6 and STK33 inh -0.1.
Screening CCOc1ccc(NC(=O)c2ccc(CC)s2)c([N+](=O)[O-])c1 returned OX1R antag -2.4 and STK33 inh 0.4.

Remaining list, next part
Screening Cc1ccccc1N(C)S(=O)(=O)c1ccc2[nH]cc(C(=O)NCC3CCCO3)c(=O)c2c1 (stereo unspecified) returned OX1R antag 17.8.
Screening CCCOCC(O)CCc1n[nH]c(=S)n1-c1ccccc1 (stereo unspecified) returned OX1R antag 13.2 and STK33 inh 1.9.
Cc1ccc(S(=O)(=O)CC(=O)NC(C)c2ccccc2)cc1 (stereo unspecified) was read as OX1R antag 8.0 and STK33 inh -0.5.
Screening COc1ccc(NC(=O)Nc2cccc3c2O[C@@H](CN(C)S(=O)(=O)c2cn(C)cn2)[C@@H](C)CN([C@H](C)CO)C3=O)cc1 returned OX1R antag 4.0 and STK33 inh -0.8.
COc1ccc(CC(=O)N/N=C(\C)CC(=O)Nc2ccc3c(c2)OCCO3)cc1 was read as OX1R antag 20.7 and STK33 inh 0.7.
For CN(C(=O)c1ccccc1)c1ccc(OCC(=O)NC2CCS(=O)(=O)C2)cc1 (stereo unspecified) the results were OX1R antag 21.1 and STK33 inh 1.7.
For CS(=O)(=O)c1ccc(C(=O)Nc2cccc(-c3nc4ccccc4[nH]3)c2)cc1 the results were OX1R antag 72.1* and STK33 inh 1.0.
`O=C1CSC(=Nc2ccccc2[N+](=O)[O-])N1` gave OX1R antag 22.5 and STK33 inh -0.1.
`CCOc1ccc(OCCC(=O)N(CC)CC(=O)NCc2ccc(Cl)cc2)cc1` gave OX1R antag 3.8 and STK33 inh 1.2.
COc1ccc(N2CCN(C(=O)CNS(=O)(=O)c3ccc(Br)s3)CC2)cc1 was read as OX1R antag 33.2 and STK33 inh -1.2.
Screening CCCCOC(=O)c1ccc(NC(=O)C(=O)NCCN(C)C)cc1 returned OX1R antag 10.7 and STK33 inh 0.2.
Screening O=C(Nc1ccccc1)c1snc2c(=O)[nH]cnc12 returned OX1R antag 74.4* and STK33 inh -1.2.
CN(CCOc1ccccc1)Cc1nc2cc(Cl)ccc2c(=O)[nH]1 was read as OX1R antag 19.3 and STK33 inh -0.9.
Screening CN1CCN(C(=O)NCC23CC4CC(CC(C4)C2)C3)CC1 returned OX1R antag 12.0 and STK33 inh -0.8.
Screening Cc1ccccc1N=C1c2ccccc2C(=O)C1[N+](=O)[O-] (stereo unspecified) returned OX1R antag 19.5 and STK33 inh 0.0.

Two successive records out of the list so far, quoted:
Screening CN1CCN(C(=O)NCC23CC4CC(CC(C4)C2)C3)CC1 returned OX1R antag 12.0 and STK33 inh -0.8.
Screening Cc1ccccc1N=C1c2ccccc2C(=O)C1[N+](=O)[O-] (stereo unspecified) returned OX1R antag 19.5 and STK33 inh 0.0.

(more compounds)
COc1ccc(OC(=O)c2cc3ccccc3o2)cc1 was read as OX1R antag 14.3 and STK33 inh -1.1.
`CCCN(CC(=O)Nc1cc(Cl)ccc1Cl)C(=O)/C=C/c1ccco1` gave OX1R antag 11.7 and STK33 inh -0.2.
`CC(C)CN(C(=O)c1cccc(F)c1)c1c(N)n(CC(C)C)c(=O)[nH]c1=O` gave OX1R antag 4.5 and STK33 inh -1.0.
CC(=O)N/C(=C\c1ccc(F)cc1)C(=O)NC(C(=O)O)C(C)C (stereo unspecified) was read as OX1R antag 10.8 and STK33 inh -1.0.
Cc1ccc(S(=O)(=O)NC(CN2CCOCC2)=NCCNS(=O)(=O)c2ccccc2)cc1 was read as OX1R antag 3.7 and STK33 inh -1.4.
Screening C=CCN1C(=O)C2C(C(=O)NC)C3(C)C=CC2(O3)C1C(=O)NCc1ccc(OC)cc1 (stereo unspecified) returned OX1R antag 17.6 and STK33 inh 0.8.
`O=C(CCNS(=O)(=O)c1ccccc1Cl)OCc1nnc(-c2ccccc2Cl)o1` gave OX1R antag 14.7 and STK33 inh -0.9.
For NS(=O)(=O)c1cc2c(cc1Cl)NC(CC1CCCC1)NS2(=O)=O (stereo unspecified) the results were OX1R antag -2.6 and STK33 inh -1.3.
Screening CC(C)CCN1CCNC(=O)C1CC(=O)N(C)CCCN1CCOCC1 (stereo unspecified) returned OX1R antag 5.2 and STK33 inh -1.5.
`CCOC(=O)N1CCN(S(=O)(=O)c2cc(Br)cc3c2N(C(=O)C2CC2)CC3)CC1` gave OX1R antag 14.1 and STK33 inh 0.4.
For O=c1c2sc(-c3ccccc3)cc2nc2n1CCC2 the results were OX1R antag 52.0* and STK33 inh 0.7.
CCCNC(=O)N1CCC(c2nc3ccccc3s2)CC1 was read as OX1R antag -2.0 and STK33 inh -0.9.
For COc1ccc(-c2nnc3ccc(SCC(=O)Nc4nccs4)nn23)cc1OC the results were OX1R antag 20.4 and STK33 inh 2.2.
`COc1ccc(NC(=O)CSc2nnc(CNc3ccc(F)cc3)o2)c(OC)c1` gave OX1R antag 2.8 and STK33 inh 0.6.
Screening CCOC(=O)c1[nH]c(CSc2nnnn2-c2ccccc2C)c(C(=O)OCC)c1C returned OX1R antag 10.7 and STK33 inh -1.1.
Screening Cc1cc(C(=O)NNC(=O)c2ccccc2[N+](=O)[O-])c(C)o1 returned OX1R antag 2.6 and STK33 inh 0.1.
For CCc1ccc(C(=O)CSc2nc(N)cc(=O)[nH]2)cc1 the results were OX1R antag 7.2 and STK33 inh -0.7.
Screening Cc1cc(C(=O)O)c(C)n1-c1ccccc1 returned OX1R antag 3.2 and STK33 inh -1.0.
`COC(=O)c1cc(NC(=O)C2(S(=O)(=O)c3ccc(Cl)cc3)CC2)cc(C(=O)OC)c1` gave OX1R antag 5.9 and STK33 inh -1.9.
CN(C)CCCNC(=O)c1ccc(-c2ccccc2)cc1 was read as OX1R antag 12.9 and STK33 inh -1.7.
Screening CN(C)CCNC(=O)COc1cccc(Cl)c1 returned OX1R antag 16.8 and STK33 inh 4.0.
For CCCCn1c2ccccc2c2nnc(SCC(=O)NC3=NN=C(c4ccccc4)CS3)nc21 the results were OX1R antag 24.6 and STK33 inh 0.1.
Cc1cc2cc(CN3C(=O)c4ccccc4C3=O)ccc2n1C was read as OX1R antag 22.2 and STK33 inh -0.6.
Screening CCN(CC)C(=O)Cn1cc(S(=O)(=O)CC(=O)Nc2ccc(F)cc2)c2ccccc21 returned OX1R antag 25.9 and STK33 inh 0.4.
For CNS(=O)(=O)c1cnccc1N1CCN(c2cccc(C)c2)CC1 the results were OX1R antag 18.6 and STK33 inh -1.9.
`CCN(CC)CCOC(=O)/C=C/c1ccccc1` gave OX1R antag 11.3 and STK33 inh -2.2.
Screening Cc1ccc(C)c(N(CC(=O)NC2CCCC2)C(=O)c2csnn2)c1 returned OX1R antag 24.4 and STK33 inh -0.6.

Rows were taken by chance (roughly 1.8% active in at least one column).
